# Bioassay records: PubChem BioAssay, National Center for Advancing Translational Sciences (NCATS)
# Pf growth 96h = Primary qHTS for delayed death inhibitors of the malarial parasite plastid, 96 hour incubation; 320,000 tested, 6.9% active; P. falciparum luciferase reporter growth, 96 h; Potency, µM (doses to about 28.7 µM), without a hit: at the highest dose activity change, negative = inhibition, actives largely listed as inhibitors; also: potency is read from the fitted curve at half-maximal effect; % is scaled to controls: 0 for no effect and ±100 for the full control effect
#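 Plates of compound plus infected erythrocytes (2% hematocrit, 0.05% parasitemia final) incubate 96 hours, 37 C, 5% CO2. Detection reagent added; reduced luminescence from the parasites' luciferase reporter flags inhibition.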
# LmPK inh = qHTS Assay for Inhibitors of Leishmania Mexicana Pyruvate Kinase (LmPK) | Q27686 | purified LmPK, Kinase-Glo ATP luminescence, 1 h | Potency, µM (titrated, usually from 57.5 µM), inactives show at the top dose activity change, negative = inhibition, hits mostly inhibitors | 290,000 tested, 0.37% active; also: potency is read from the fitted curve at half-maximal effect; % is scaled to controls: 0 for no effect and ±100 for the full control effect
# Target sequence (Q27686 whole entry, looked up): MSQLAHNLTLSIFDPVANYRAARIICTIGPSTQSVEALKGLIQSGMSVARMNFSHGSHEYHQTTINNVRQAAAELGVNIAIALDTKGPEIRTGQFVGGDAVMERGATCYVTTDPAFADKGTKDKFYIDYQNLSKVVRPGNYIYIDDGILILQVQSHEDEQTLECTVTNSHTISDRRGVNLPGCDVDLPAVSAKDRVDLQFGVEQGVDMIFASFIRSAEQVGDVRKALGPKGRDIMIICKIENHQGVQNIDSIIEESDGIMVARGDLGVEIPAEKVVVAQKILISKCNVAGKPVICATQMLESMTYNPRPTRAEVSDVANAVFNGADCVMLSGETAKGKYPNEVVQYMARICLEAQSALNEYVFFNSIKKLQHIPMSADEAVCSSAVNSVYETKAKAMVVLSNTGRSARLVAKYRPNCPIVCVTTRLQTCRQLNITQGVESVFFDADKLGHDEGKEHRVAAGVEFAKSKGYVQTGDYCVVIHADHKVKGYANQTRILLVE
#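 Purified LmPK (0.1 nM) with 0.5 mM PEP and 0.1 mM ADP in imidazole buffer pH 7.2 with MgCl2/KCl, 1 h at room temperature. ATP formed was read by luciferase luminescence and normalized to no-enzyme and uninhibited controls.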
# Pf growth 48h = Primary qHTS for delayed death inhibitors of the malarial parasite plastid, 48 hour incubation. P. falciparum luciferase growth in erythrocytes, 48 h. Potency, µM (top dose mostly 28.7 µM), inactives show at the highest dose activity change, negative = inhibition, hits mostly inhibitors. 310,000 tested, 5.9% active. AID 504832, 2011; also: potency is read from the fitted curve at half-maximal effect; % is scaled to controls: 0 for no effect and ±100 for the full control effect
#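 A one-generation exposure of luciferase-tagged malaria parasites in RPMI 1640/Albumax erythrocyte culture, 37 C and 5% CO2. Inhibition is inferred from decreased luminescence after adding detection reagent.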
# Shiga inhibitor = A qHTS for Small Molecule Inhibitors of Shiga Toxin; Vero cells, Shiga toxin protein synthesis inhibition reporter; inhibition, % at 38.7 µM; 290,000 tested, 9.2% active; AID 2315, 2010; in the data active = inhibition mostly above about 28%, no sharp cut-off; inactive = mostly below about 43%; also: 0% is about no effect
# Cycloheximide cs = Cycloheximide Counterscreen for Small Molecule Inhibitors of Shiga Toxin. cell reporter, cycloheximide protein synthesis inhibition counterscreen. max response, %. 300,000 tested, 12% active. AID 2314, 2010; in the data active = max response mostly above about 13%, no sharp cut-off; inactive = mostly below about 14%; also: read at 38.3 µM for the half of the compounds with a filed dose; 0% is about no effect
# TbPYK inhibitor = qHTS of Trypanosoma Brucei Inhibitors; pyruvate kinase (Trypanosoma brucei), Q57TT1; TbPYK enzyme, Kinase-Glo Plus ATP luminescence, 45 min; Potency, µM (top dose mostly 76.8 µM), without a hit: top-dose activity, negative = inhibition, hits mostly inhibitors; 410,000 tested, 0.12% active; also: potency is read from the fitted curve at half-maximal effect; % is scaled to controls: 0 for no effect and ±100 for the full control effect; nearly all actives have a fitted effect of over 50% in size
#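 Luminescence from Kinase-Glo Plus, added after a 45-minute room-temperature reaction, served as the end-point read-out. The enzyme and substrate were preincubated with compound before ADP (130 uM final) initiated turnover. Concentration-effect curves came from normalized qHTS data.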
# AmpC inh no detg = qHTS Inhibitors of AmpC Beta-Lactamase (assay without detergent) | AmpC nitrocefin hydrolysis, absorbance 480 nm, 0.0001% Triton | Potency, µM (series often up to 57.1 µM), for the others: top-dose activity change, negative = inhibition, most hits filed as inhibitors | 330,000 tested, 0.52% active;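 also: potency is read from the fitted curve at half-maximal effect; plate controls were no compound for no effect and no enzyme for full effect; nearly all actives have a fitted effect of over 20% in size; some results filed as inactive show a strong effect at the top dose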
# Target sequence (P00811 whole entry, looked up): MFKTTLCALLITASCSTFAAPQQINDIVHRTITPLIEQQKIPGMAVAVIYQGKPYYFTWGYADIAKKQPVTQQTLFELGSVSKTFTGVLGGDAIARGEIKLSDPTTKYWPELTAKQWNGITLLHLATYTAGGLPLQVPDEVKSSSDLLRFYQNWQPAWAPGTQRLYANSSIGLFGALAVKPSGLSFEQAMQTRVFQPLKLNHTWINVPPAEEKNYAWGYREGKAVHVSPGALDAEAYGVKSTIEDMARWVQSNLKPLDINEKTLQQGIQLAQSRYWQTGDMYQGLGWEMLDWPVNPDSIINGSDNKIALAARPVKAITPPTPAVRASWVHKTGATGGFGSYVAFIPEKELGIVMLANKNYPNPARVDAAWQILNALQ
#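 AmpC (5.3 nM in the dispensed reagent) in 20 mM phosphate pH 7.0 with 0.01% (detergent screen) or 0.0001% Triton X-100 was preincubated with compounds for 15 min at room temperature. Nitrocefin was then added from an 800 uM solution, and hydrolysis was followed at 480 nm.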
# * hit, by the source's call; i = inactive; ? = inconclusive; · = not tested or not shown; [ ] = dose if it differs, or a comment. Unless noted, calls follow the shape of the dose curve; as a rule, active = well fitted curve in the direction sought with a large enough effect; inconclusive = small, poorly fitted or top-dose-only effect, or another doubt; inactive = no such curve, though single readings can be large; an effect the other way counts as inactive or inconclusive.
SMILES,Pf growth 96h,LmPK inh,Pf growth 48h,Shiga inhibitor,Cycloheximide cs,TbPYK inhibitor,AmpC inh no detg
c1ccc(-c2noc(CN3CCN(c4ccccc4)CC3)n2)cc1,7.4µM*,8%,·,-5,-2,-4%,26%
Cc1ccc2c(c1)CCCN2CC(=O)Nc1cccc(S(=O)(=O)N2CCCC2)c1,?,·,?,·,·,-4%,0%
Cc1ccnc2nc(C(=O)OCC(=O)NCCc3ccc(Cl)cc3)nn12,28%,1%,11%,-5,-3,-8%,-5%
CC(C(=O)O)N1C(=O)C2C3c4ccccc4C(c4ccccc43)[C@@H]2C1=O (stereo not given in full),2%,5%,0%[0.00184 µM],-5,-4,2%,-7%
CC(C)CCNC(=O)C1CCN(c2nc3ccccc3o2)CC1,·,2%,-14%,12,-2,2%,4%
O=C(Nc1cccnc1)c1ccccc1Oc1ccccc1,30%,3%,2%,-14,3,0%,-1%
COc1ccc(C2(C(=O)Nc3ccc(S(=O)(=O)Nc4nc(C)cc(C)n4)cc3)CCCC2)cc1OC,146%[activator],5%,-16%,-19,0,-2%,236%[activator]
Cc1ccccc1NS(=O)(=O)c1ccc2[nH]cc(C(=O)NCCCN3CCOCC3)c(=O)c2c1,-9%,0%,4.1µM*,-12,1,-5%,35%
COc1ccc(NC2=C(C(C)=O)C(c3ccc(N(C)C)cc3)C(C(C)=O)C(C)(O)C2)cc1 (stereo not given),21%,-10%,14%,22,-2,?,-18%
COc1ccc(/C=N/NC(=O)CNc2c(Br)cc(C)cc2Br)c(C(=O)O)c1OC,50%[activator],-2%,35%,-3,0,1%,-32%
O=C(Nc1c(Cl)ccc2nsnc12)c1ccco1,8%,2%,-4%,-8,1,0%,-2%
O=C1CCCC2=C1Sc1ccc(Cl)cc1N2,-18%,5%,0%,13,12,-2%,-27%
CCOC(=O)N1CCN(Cc2c(NC(=O)c3ccco3)sc(C)c2C)CC1,?,-2%,8%,1,13,1%,-8%
Nc1nc(CN2CCN(C(=O)c3ccco3)CC2)nc(Nc2cccc(Cl)c2)n1,47%[activator],4%,-6%,-5,-3,4%,37%
O=C(NCc1ccncc1)Nc1ccc(F)cc1,·,-5%,17%,-4,7,3%,-7%
CC(OC(=O)CCCOc1ccccc1)C(=O)Nc1ccc(Cl)cn1 (stereo not given),1%,·,-23%,·,·,5%,-30%
COCCNC(=O)C(c1ccc(C)cc1)N(C(=O)C(=O)NC1CCCC1)c1ccc2c(c1)OCCO2 (stereo not given),-28%,-1%,0%,23,20,0%,51%
CN(CC(=O)Nc1sccc1C#N)C1CCCCC1,2%,1%,-3%,-2,-2,-2%,-26%
N#C/C(=C(/O)COC(=O)c1ccc(C#N)cc1)c1nc2ccccc2s1,53%[activator],2%,25%,-3,2,-22%,-20%
Cc1ccc(C)c(C(=O)CSc2nnnn2C(C)C)c1,?,5%,57%[activator],54*,62*,0%,-17%
Cc1ccc(S(=O)(=O)NCC(C)NS(=O)(=O)c2ccc(C)cc2)cc1 (stereo not given),2%,4%,4%,-9,-2,1%,-28%
CC(C)OC(=O)CC1C(=O)NCCN1C(=S)NC(=O)c1cccs1 (stereo not given),7%,-4%,42%[activator],-5,-2,?,-17%
O=c1c2ccccc2[nH]c(=S)n1CCN1CCCC1,5%,2%,-4%,55,0,-6%,-21%
Cc1n[nH]c(=O)c2c(NC(=O)COC(=O)c3ncc(Cl)c(Cl)c3Cl)oc(C)c12,22%,·,77%[activator],·,·,-2%,-14%
CCn1c(=O)c2c(nc3n2CCN3c2ccccc2)n(C)c1=O,?,2%[11.5 µM],15%,11,14,1%,-19%

# The listing continues.
SMILES,Pf growth 96h,LmPK inh,Pf growth 48h,Shiga inhibitor,Cycloheximide cs,TbPYK inhibitor,AmpC inh no detg
CN1C(=O)NC(=O)C2(Cc3ccccc3N3CCOCC32)C1=O (stereo not given),?,-5%,2%,28,-2,-4%,-3%
O=C(O)c1ccc(N2C(=O)CSC2c2cccc([N+](=O)[O-])c2)cc1 (stereo not given),-6%,2%,44%[activator],2,0,-4%,-17%
O=C(CCNC(=O)c1ccc(Br)cc1)NCCCN1CCOCC1,8%,·,-2%,·,·,-2%,-11%
CS(=O)(=O)N1CCN(c2nc3ccccc3s2)CC1,-8%,1%,48%[activator],11,12*,-2%,-7%
CC(OC(=O)Cc1c[nH]c2ccccc12)C(=O)c1ccccc1 (stereo not given),-9%,·,-14%,·,·,3%,-20%
COc1ccccc1CCC(=O)Nc1ccc(OC)c(S(=O)(=O)N2CCOCC2)c1,?,·,-8%,·,·,2%,39%
COc1cc(NS(=O)(=O)c2ccc(C)cc2C)cc(OC)c1OC,3.3µM*,-2%,6.6µM*,-12,3,3%,-20%
CCOc1ccccc1NC(=S)N1CCC(NC(=O)c2ccco2)CC1,-18%,-4%,-11%,-6,-6,0%,-5%
O=C(COc1ccc(/C=N/NC(=O)c2cc3ccccc3o2)cc1Br)Nc1ccccc1,?,-1%,6%,112*,53*,1%,2%
CCOC(=O)Cc1c(C)nc2c(-c3ccc(OC)cc3)c(C)nn2c1C,·,2%,?,-3,6,2%,10%
CCc1ccc(OCC(=O)N2c3ccccc3CCc3ccccc32)cc1,i,5%,9.3µM*,-6,-3,-8%,-11%
Cc1nn(C)c(C(=O)Nc2ccn(Cc3c(F)c(F)cc(F)c3F)n2)c1[N+](=O)[O-],·,0%,-4%,25,-8,0%,-10%
CCOc1ccc(NC(=S)Nc2cc(OC)c(Cl)cc2OC)cc1,?,0%,8%,-1,2,-11%,-41%
Cc1ccc(N2C(=O)CC(n3nc(C)cc3C)C2=O)cc1 (stereo not given),?,5%,·,-8,-3,6%,3%
COc1cccc(CN(C)CC(=O)Nc2ccccc2C(=O)Nc2ccccc2)c1,?,9%,?,15,-2,4%,-27%
CC(C)(C)n1nnnc1C(c1ccccn1)N(Cc1ccccc1)Cc1ccc(Cl)cc1 (stereo not given),1.5µM*,7%,12µM*,23,2,0%,·
CCOc1cc(/C=C(\CC(=O)O)c2nc3ccccc3s2)ccc1OC,8%,0%,?,29,9,-3%,-35%
CC1(C)CC2(CC(C)(C(=O)CSc3nc4ccccc4s3)OC2=O)C(=O)O1 (stereo not given),72%[activator],3%,13%,-10,0,-5%,3%
O=C(c1cc2nc(-c3ccccc3)cc(-c3ccccc3)n2n1)N1CCC2(CC1)OCCO2,-24%,-2%,?,11,4,0%,349%[activator]
Cc1ccc(/C=C/C(=O)Nc2cccc3ncccc23)o1,25%,-15%,-1%,-10,7,?,-26%
COc1ccc(N(C)C(=O)CCS(=O)(=O)c2cccc3nonc23)c(OC)c1,?,11%,18%,-21,4,4%,24%
COC(=O)c1ccc(CNC(=O)C2CCC(=O)N(Cc3ccccn3)C2)cc1 (stereo not given),238%[activator],8%,28%,-10,-1,4%,6%
CCCCN(CC)C(=O)CSc1cc(=O)n(C)c2ccccc12,6%,-1%,?,-10,-2,1%,12%
COc1ccc(OCC(O)CN2CCCC2)cc1 (stereo not given),?,-3%,2%,-7,-2,-8%,-6%
CC(NCC1COc2ccccc2O1)C(=O)NCc1ccccc1 (stereo not given),?,1%,-16%,-2,-2,25%,-13%
Cc1cccc2nc(-c3ccco3)c(Nc3ccc4c(c3)OCCO4)n12,?,2%,?,20,9,1%,-25%
O=C(CSc1nncn1-c1ccccn1)Nc1cccc(Cl)c1,-28%,-2%,-1%,-10,0,-2%,-12%
CC(=O)Nc1ccc(N(C(=O)Cc2cccs2)C(C(=O)NC2CCCC2)c2ccncc2)cc1 (stereo not given),?,-2%,-64%,-8,-5,-9%,-6%
CCn1c(O)c(N=NC(=O)CNc2ccc(C)cc2)c2ccccc21,-18%,0%,-19%,31,-3,5%,-5%
COc1cccc2cc(C(=O)NC(C)c3ccccc3)c(=O)oc12 (stereo not given),-1%,4%,31%[activator],-13,9,-13%,-1%

# For reference, 6 of the compounds above.
SMILES,Pf growth 96h,LmPK inh,Pf growth 48h,Shiga inhibitor,Cycloheximide cs,TbPYK inhibitor,AmpC inh no detg
CC(NCC1COc2ccccc2O1)C(=O)NCc1ccccc1 (stereo not given),?,1%,-16%,-2,-2,25%,-13%
Cc1cccc2nc(-c3ccco3)c(Nc3ccc4c(c3)OCCO4)n12,?,2%,?,20,9,1%,-25%
O=C(CSc1nncn1-c1ccccn1)Nc1cccc(Cl)c1,-28%,-2%,-1%,-10,0,-2%,-12%
CC(=O)Nc1ccc(N(C(=O)Cc2cccs2)C(C(=O)NC2CCCC2)c2ccncc2)cc1 (stereo not given),?,-2%,-64%,-8,-5,-9%,-6%
CCn1c(O)c(N=NC(=O)CNc2ccc(C)cc2)c2ccccc21,-18%,0%,-19%,31,-3,5%,-5%
COc1cccc2cc(C(=O)NC(C)c3ccccc3)c(=O)oc12 (stereo not given),-1%,4%,31%[activator],-13,9,-13%,-1%

# Structures above with two or more sulfur atoms (four):
SMILES,Pf growth 96h,LmPK inh,Pf growth 48h,Shiga inhibitor,Cycloheximide cs,TbPYK inhibitor,AmpC inh no detg
Cc1ccc(S(=O)(=O)NCC(C)NS(=O)(=O)c2ccc(C)cc2)cc1 (stereo not given),2%,4%,4%,-9,-2,1%,-28%
CC(C)OC(=O)CC1C(=O)NCCN1C(=S)NC(=O)c1cccs1 (stereo not given),7%,-4%,42%[activator],-5,-2,?,-17%
CS(=O)(=O)N1CCN(c2nc3ccccc3s2)CC1,-8%,1%,48%[activator],11,12*,-2%,-7%
CC1(C)CC2(CC(C)(C(=O)CSc3nc4ccccc4s3)OC2=O)C(=O)O1 (stereo not given),72%[activator],3%,13%,-10,0,-5%,3%

# Full records, quoted from the list. Order of values: Pf growth 96h, LmPK inh, Pf growth 48h, Shiga inhibitor, Cycloheximide cs, TbPYK inhibitor, AmpC inh no detg
# Profile of CN1C(=O)NC(=O)C2(Cc3ccccc3N3CCOCC32)C1=O (stereo not given) → ?, -5%, 2%, 28, -2, -4%, -3%
# Profile of O=C(O)c1ccc(N2C(=O)CSC2c2cccc([N+](=O)[O-])c2)cc1 (stereo not given) → -6%, 2%, 44%[activator], 2, 0, -4%, -17%
